Assay outcomes from PubChem BioAssay.
EBNA-1 inh: blocks EBNA-1 binding to DNA. EBNA-1 DNA binding, fluorescence polarization. inhibition, % at 14.8 µM. 300,000 tested, 0.34% active. AID 1950; in the data active means inhibition above about 28%
CR mimetic SO: caloric restriction mimetics inhibiting age-related superoxide in yeast | S. cerevisiae aged cells, superoxide DHE fluorescence; stronger effect = lower value | superoxide response (% of plate mean), % at 10 µM | 330,000 tested, 0.18% active;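 active means superoxide response under a set limit, about three screen SD below normal, cut at about 65% in these data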;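 further: yeast aged for seven days with compound at 30 °C before DHE staining; 100% = average MFI of all compound-treated wells on the plate with controls excluded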
core dimer inh: blocks dimerization of HCV core protein. TR-FRET GST/Flag-core106 dimerization, 1536-well. inhibition, % at 5 µM. 300,000 tested, 0.33% active. AID 1899;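 active means inhibition above the mean of all tested compounds plus 3 SD, set per screening campaign, cut at about 45% in these data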
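System: GST-tagged and Flag-tagged HCV core protein residues 1-106 / Input: core106 proteins, GST 13.5 nM and Flag 17 nM / Buffer or medium: KF-containing HEPES buffer, pH 7.45, DTT, CHAPS, BSA / Probe or stimulus: Eu-anti-GST and XL665-anti-Flag labelled anti-tag antibodies / Schedule: 4 h, 22.5 °C incubation / Technique: TR-FRET 671 and 617 nm emission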
ZTA DNA inh: ZTA (EBV) inhibition in EBNA-1 counter-screen | ZTA-DNA binding, fluorescence polarization | inhibition, % at 11 µM | 320,000 tested, 0.15% active; in the data active means inhibition above about 33%
Fh CTSL1 inh: blocks F. hepatica cathepsin L1 in PFM18AAP counter-screen | 300,000 tested, 0.49% active | AID 1906 | recombinant F. hepatica cathepsin L1, Z-Leu-Arg-MCA fluorescence | inhibition, % at 5.96 µM;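 active means inhibition above the mean of all tested compounds plus 3 SD, set per screening campaign, cut at about 17% in these data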;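 further: 0% = plate median of test compound wells and 100% = 1 µM Z-Phe-Ala-diazomethylketone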
GASC-1 inh: blocks human GASC-1 demethylase activity; Q9H3R0; GST-JMJD2C(1-420) H3K9me3 demethylation, DELFIA europium; inhibition, % at 2.35 µM; 330,000 tested, 0.069% active; AID 2099;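 active means more than half of a compound's replicate wells show inhibition beyond 50%, single wells judged on their own value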;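 further: signal counts dimethyl H3K9 product captured on neutravidin plate; 0% = median of DMSO wells and 100% = 0.3 times that DMSO median; strong numbers were not always called active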
Target sequence (Q9H3R0 1-420 limits assumed): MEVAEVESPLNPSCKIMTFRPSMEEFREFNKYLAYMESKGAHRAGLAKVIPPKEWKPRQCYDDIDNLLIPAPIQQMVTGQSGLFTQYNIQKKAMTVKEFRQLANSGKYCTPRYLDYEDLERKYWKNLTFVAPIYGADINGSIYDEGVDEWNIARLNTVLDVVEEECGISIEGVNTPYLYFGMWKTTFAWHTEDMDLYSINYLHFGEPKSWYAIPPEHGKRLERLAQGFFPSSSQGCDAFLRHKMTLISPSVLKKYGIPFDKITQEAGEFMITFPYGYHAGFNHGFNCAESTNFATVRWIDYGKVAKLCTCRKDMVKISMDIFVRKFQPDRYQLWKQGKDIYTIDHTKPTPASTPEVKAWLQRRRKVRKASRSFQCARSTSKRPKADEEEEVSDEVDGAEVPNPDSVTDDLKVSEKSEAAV
TPT1 inh: blocks Candida albicans tRNA 2'-phosphotransferase. recombinant caTPT1, FP RNA substrate dephosphorylation. inhibition, % at 5 µM. 300,000 tested, 0.81% active. AID 1962;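 active means inhibition above the mean of all tested compounds plus 3 SD, set per screening campaign, cut at about 24% in these data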;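 further: plate controls were DMSO alone for no effect and ferristatin control at 100 nM for full effect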
PP5 inh: blocks human protein phosphatase 5 activity. purified PP5c, OMFP substrate fluorescence. AID 1987. 320,000 tested, 0.18% active. inhibition, % at 6.7 µM. P53041;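 active means inhibition above the campaign's mean inhibition across all tested compounds plus 3 SD, cut at about 9.5% in these data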;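 further: 0% = DMSO only and 100% = 100 µM cantharidin control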
PP1 inh: counter-screen for PP5 inhibitors: inhibitors of human PP1-alpha. inhibition, % at 6.7 µM. P62136. 320,000 tested, 0.9% active. purified PP1alpha, OMFP fluorescence. AID 2235;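 active means inhibition above the mean inhibition of all tested compounds plus 3 SD, computed separately for each screening campaign, cut at about 15% in these data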
Target sequence (P62136 whole entry, looked up): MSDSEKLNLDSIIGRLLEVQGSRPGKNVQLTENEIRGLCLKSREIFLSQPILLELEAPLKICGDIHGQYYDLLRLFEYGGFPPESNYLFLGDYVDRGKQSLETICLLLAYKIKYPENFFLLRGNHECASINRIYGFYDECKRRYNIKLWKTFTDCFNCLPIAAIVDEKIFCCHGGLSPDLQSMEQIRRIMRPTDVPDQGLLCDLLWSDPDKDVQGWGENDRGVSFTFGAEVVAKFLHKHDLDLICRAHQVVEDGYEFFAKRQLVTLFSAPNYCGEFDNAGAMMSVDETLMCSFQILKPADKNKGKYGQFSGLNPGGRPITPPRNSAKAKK
* = called active by the depositor; . = not tested or not shown; & = joins results of further samples.

mol,EBNA-1 inh,CR mimetic SO,core dimer inh,ZTA DNA inh,Fh CTSL1 inh,GASC-1 inh,TPT1 inh,PP5 inh,PP1 inh
COc1ccc(Cc2nnc(NC(=O)c3ccccc3Cl)s2)cc1OC,-15,96,12,-15,-1,-9,-4,1.6,-2
Cc1nc(CN(C)C(=O)c2cc(COc3c(F)cccc3F)on2)cs1,7,86,-2,-8,0,-3,0,2.7,-1
COc1ccc2[nH]c(C)c(-c3csc(N)n3)c2c1,-11,103,-33,-8,-3,20,5,1.8,-3
CCOCCCNC(=O)CSc1nnc(-c2ccc(S(=O)(=O)N3CCCC3)cc2)n1C,-9,96,1,-1,2,0,-1,0.8,-1
COC(=O)NCCOc1nc(N(C)C)nc(N(C)C)n1,-7,96,5,8,4,-4,0,-1.1,-1
Nc1ccc(C(=O)OCC(=O)c2cccc([N+](=O)[O-])c2)cc1,-9,93,13,-15,-2,-5,1,3.2,2
O=C1C2CCCN2C(=O)N1CCCCN1CCN(c2cccc(Cl)c2)CC1 (configuration not stated),1,102,3,7,-3,-2,2,-1.2,1
NC(=O)C1CCN(c2nc(-c3ccc(F)cc3)cs2)CC1,.,89,.,-23,.,4,.,0.4,-4
CN1CCC(=O)N([C@H](CSc2ccccc2)c2ccccc2)CC1,7,95,9,2,-4,-7,-3,-0.7,-5
Cc1ccc(CC(=O)NCc2ccc3c(c2)OCO3)cc1,-2,93,-5,-14,1,-2,-3,0.4,2
Cc1nnc(NC(=O)c2sc3nc(-c4cccs4)cc(C(F)(F)F)c3c2N)s1,12,102,1,9,5,-5,47*,0.5,8
Cc1ccc(C)c(N2CCN(C(=O)c3ccc(Cl)c(NC4=NC5CS(=O)(=O)CC5S4)c3)CC2)c1 (configuration not stated),4,120,4,13,0,-4,-2,0.9,-1
CCCCOc1ccccc1NC(=O)Cn1c(-c2nonc2N)nc2ccccc21,2,111,-2,-15,2,27,3,0.6,-2
CC(=O)C1=C(c2cccc([N+](=O)[O-])c2)N(C(C)=O)n2c(C)nnc2S1,15,136,-48,7,-11,28,-1,0.7,-2
CC(NC(=O)c1ccccc1F)c1nnc(SCC(=O)NC2=NCCS2)n1C (configuration not stated),0,88,3,-8,-1,-13,-4,-0.1,4
C[C@H](NC(=O)c1nc[nH]c1C(=O)NCc1ccc(CNC(=O)OC(C)(C)C)cc1)C(=O)OC(C)(C)C,11,94,12,-3,1,-2,-3,5.0,4
CN(CC(=O)Nc1cccc(F)c1)C(=O)c1ccc(OCC2CCCO2)cc1 (configuration not stated),6,104,-8,-5,1,3,-2,-1.0,-5
COc1ccccc1CNC(=O)C(=O)NCCC1CCCCN1S(=O)(=O)c1ccccc1 (configuration not stated),-13,121,1,-16,4,6,0,3.3,-6
Cc1ccc(S(=O)(=O)NC(=O)c2ccccc2C)cc1,4,101,-7,-2,0,0,-4,1.2,-1
C=CCOc1ccccc1CN1CCC(n2nccc2NC(=O)c2ccccc2)CC1,8,108,1,15,-1,-1,-4,-1.3,-4
Cn1c(=O)n(CC(N)=O)c2ccccc21,-1,98,0,-12,0,-13,-3,-1.0,-4
CCCCOc1ccc(N2CC(C(=O)NCc3ccco3)CC2=O)cc1 (configuration not stated),-9,99,-2,-4,0,1,-2,1.2,-2
COc1ccc(C(c2nnnn2CCc2ccccc2)N2CCN(C3CCCC3)CC2)cc1 (configuration not stated),-7,96,-2,-19,-6,-6,-6,-0.1,-4
Cc1ccc(S(=O)(=O)CCC(=O)OCC(=O)N2CC(=O)Nc3ccccc32)cc1,4,105,-4,-6,-65,-10,-2,1.6,-1
CCn1c(Cc2ccccc2)nnc1SCC(=O)Nc1ccccc1O,-17,107,-4,-7,-3,-12,-8,2.3,-1

Further entries follow.
mol,EBNA-1 inh,CR mimetic SO,core dimer inh,ZTA DNA inh,Fh CTSL1 inh,GASC-1 inh,TPT1 inh,PP5 inh,PP1 inh
CCOc1ccc(-n2c(=O)c3c(C)c(C)sc3n(CC(=O)NCc3ccco3)c2=O)cc1,12,81,-6,-13,-2,.,-3,0.3,-1
CCCn1c(/N=C/c2cc(OC)ccc2O)nc2ccccc21,-19,113,-3,-16,1,-4,-5,4.4,3
Nc1c(-c2ccccc2)cnn1-c1cccc(C(F)(F)F)c1,-13,102,-4,-3,-5,-1,1,3.8,-3
CCOCCCNC(=O)c1cn(C)c2ccc(S(=O)(=O)N3CCCCC3)cc2c1=O,2,93,-6,3,-2,11,-3,0.2,1
COc1ccc(-c2nnc(SCC(=O)NCCc3ccccc3)o2)cc1,3,95,0,9,1,19,0,-0.3,-1
CCOc1cc(/C=C2/C(=O)N(c3ccccc3)N=C2C)ccc1OC(=O)c1cccs1,6,83,3,6,0,1,0,1.1,-1
COc1ccc(CNC(=O)CCCn2nc(C)n3c(cc4sccc43)c2=O)cc1,-13,101,-1,5,1,3,2,2.1,4
Cc1oc(-c2ccccc2F)nc1CN1CCC(C(=O)NCc2cccnc2)CC1,1,96,-2,4,2,7,2,-1.8,1
Cc1ccc(C(=O)NCCOc2cccc3cccnc23)cc1Cl,-7,91,1,-13,-4,-27,-5,2.8,1
O=C(N/N=C/c1ccc([N+](=O)[O-])o1)c1ccc(O)cc1,-5,126,0,7,4,-9,5,2.8,0
N#CCC(=O)N/N=C/c1c(-c2ccccc2)n(-c2ccccc2)c2ccccc12,16,107,28,0,2,-4,0,4.9,8
Cc1ccc(/C(=N/Nc2nc3ccccc3s2)C2=C(O)c3ccccc3C2=O)cc1,-22,110,5,-10,2,-13,1,1.9,3
CC(C)Cn1c(N)c(C(=O)COC(=O)c2ccc(Cl)cc2)c(=O)n(C)c1=O,3,91,0,7,0,-11,-2,1.2,0
NC(=NC(=O)c1cccc(C(F)(F)F)c1)c1ccc(C(F)(F)F)cn1,-9,105,0,-7,4,6,-2,2.4,-4
CCCS(=O)(=O)N1CCC(C(=O)NCCC(C)C)CC1,-8,113,-7,-14,-2,0,-4,-0.1,-4
COc1ccc(C(=O)NCCCSC)cc1OC1CCN(C(C)C)CC1,-1,111,-2,4,-1,-4,0,0.3,-3
CCNC(=S)N(Cc1ccccc1)Cc1nc2ccccc2c(=O)[nH]1,-12,99,-6,-5,-1,-12,4,-2.4,0
O=[N+]([O-])c1cc(Cl)cc(/C=N/NC(=S)Nc2ccc(S(=O)(=O)N3CCOCC3)cc2)c1O,-1,109,12,19,-4,-10,1,3.1,19*
Cc1sc(NC(=O)C2=COCCO2)c(C#N)c1C,6,98,4,-6,-3,26,0,2.3,0
CCC1CCCCN1C(=O)c1ccc(OC2CCN(C(=O)COC)CC2)cc1 (configuration not stated),7,103,14,12,2,1,-4,3.4,1
O=C(CC(=O)Nc1ccccc1[N+](=O)[O-])Nc1ccccc1[N+](=O)[O-],-11,105,8,-2,-3,10,-3,1.4,2
COc1cc2[nH]c(C(=O)Nc3ccc(F)cc3)cc2c(OC)c1OC,-18,95,-53,-16,8,8,-1,4.4,0
Cc1ccccc1C(=O)NC(=S)Nc1ncccn1,8,94,1,3,1,-4,-2,0.3,-4
Cc1ccc(C(=O)Nc2ccc3nc(C)sc3c2)s1,3,86,5,13,3,-2,-3,-0.1,0
Cc1ccc(-c2nc(NCc3ccco3)c3ccccc3n2)cc1,2,100,3,3,4,-21,-2,6.1,3

Ordered by value in GASC-1 inh (rising): some entries from above
mol | EBNA-1 inh | core dimer inh | GASC-1 inh | TPT1 inh | PP5 inh
Cc1ccc(C(=O)Nc2ccc3nc(C)sc3c2)s1 | 3 | 5 | -2 | -3 | -0.1
Nc1c(-c2ccccc2)cnn1-c1cccc(C(F)(F)F)c1 | -13 | -4 | -1 | 1 | 3.8
CCOc1cc(/C=C2/C(=O)N(c3ccccc3)N=C2C)ccc1OC(=O)c1cccs1 | 6 | 3 | 1 | 0 | 1.1

The listing continues.
mol,EBNA-1 inh,CR mimetic SO,core dimer inh,ZTA DNA inh,Fh CTSL1 inh,GASC-1 inh,TPT1 inh,PP5 inh,PP1 inh
CCN1C(=O)C(C(=O)NC(C)c2ccccc2)C2CC1(C)Oc1ccccc12 (configuration not stated),12,100,-7,-10,1,6,-4,-1.1,0
Cc1cc(C)nc(SCNC(=O)c2ccccc2)n1,-8,108,-8,6,-2,4&23,3,2.9,-3
COc1ccc(NS(=O)(=O)c2cccc(C(=O)NNC(=O)CNC(=O)c3ccc(C)cc3)c2)cc1,-8,78,-2,-12,-2,-5,0,0.7,-2
Cc1ccccc1NC(=O)C1COc2ccccc2O1 (configuration not stated),4,100,2,1,-1,3,-1,-0.1,-4
Cn1ccnc1SCC(=O)c1ccc(O)cc1,-5,100,-2,-13,5,-3,2,1.0,-3
CCOC(=O)c1ccccc1NC(=S)N1CCN(C(=O)c2ccco2)CC1,-3,95,2,-7,3,24,2,3.3,0
O=[N+]([O-])c1ccc(OCCOc2ccccc2/C=N/n2cnnc2)cc1,-3,101,-5,-18,4,-2,-2,2.3,-6
Cc1nc(C(Cl)(Cl)Cl)nc2[nH]ccc(=O)c12,10,98,-1,9,2,3,1,0.5,-1
COC(=O)[C@H](C)NC(=O)NC1CCN(Cc2ccccc2)CC1,2,74,-3,-1,-3,-28,-2,-3.7,-1
CC(C)c1ccc(C2NC(=O)CCC2[N+](=O)[O-])cc1 (configuration not stated),7,118,9,11,-6,-22,-1,1.9,-5
COc1ccc(C(=O)Nc2cc(C)c(NC(=O)c3ccccn3)cn2)cc1,1,92,-1,-8,2,-10,1,0.3,0
CCSc1nc2nc(C)cc(C)n2n1,-3,100,-5,-9,3,-9,0,-1.5,0
Cc1ccc(-n2c(SCC(=O)NNC(=S)Nc3ccccc3)nc3ccccc3c2=O)cc1,-3,113,-3,-17,0,-13,1,0.5,-1
Cn1c(COc2ccccc2O)[n+](C)c2ccccc21,0,87,4,-2,-6,-12,1,-0.7,-3
Cn1c(=O)cc(OCCCC(=O)N2CCCCC2)c2ccccc21,-9,120,3,-17,1,1,-1,4.5,-1
